TR SRC2 fluor cs: Texas Red fluorescence interference in TRb-SRC2 counter-screen; TRb/SRC2 Texas Red total fluorescence interference; Potency, µM (doses to about 106 µM), for the others: top-dose fluorescence change, negative = quenching; 280,000 tested, 0.29% active; AID 1479; active = well fitted curve in either direction with a large enough effect; inconclusive = small, poorly fitted or top-dose-only effect
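Human TRβ ligand-binding domain (0.6 uM) and Texas Red SRC2 peptide (20 nM) in Tris buffer with 1 uM T3 and 5% DMSO were incubated with pinned compound for 5 hr at ambient temperature. Total fluorescence was computed as S + 2P (555/632 nm).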
TRb-SRC2 inh: disrupts binding of human TR beta to SRC2; P10828; TRbeta-SRC2 peptide binding, fluorescence polarization; receptor liganded with 1 µM T3; Potency, µM (top dose mostly 106 µM), inactives show top-dose activity change, negative = inhibition, actives largely listed as inhibitors; 280,000 tested, 0.065% active; AID 1469; active = well fitted inhibition curve with a large enough effect; inconclusive = small, poorly fitted or top-dose-only effect, or effect the other way;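 also: plate controls were bound peptide for no effect and peptide without receptor for full effect; nearly all actives have a fitted effect of over 50% in size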
Target sequence (P10828 whole entry, looked up): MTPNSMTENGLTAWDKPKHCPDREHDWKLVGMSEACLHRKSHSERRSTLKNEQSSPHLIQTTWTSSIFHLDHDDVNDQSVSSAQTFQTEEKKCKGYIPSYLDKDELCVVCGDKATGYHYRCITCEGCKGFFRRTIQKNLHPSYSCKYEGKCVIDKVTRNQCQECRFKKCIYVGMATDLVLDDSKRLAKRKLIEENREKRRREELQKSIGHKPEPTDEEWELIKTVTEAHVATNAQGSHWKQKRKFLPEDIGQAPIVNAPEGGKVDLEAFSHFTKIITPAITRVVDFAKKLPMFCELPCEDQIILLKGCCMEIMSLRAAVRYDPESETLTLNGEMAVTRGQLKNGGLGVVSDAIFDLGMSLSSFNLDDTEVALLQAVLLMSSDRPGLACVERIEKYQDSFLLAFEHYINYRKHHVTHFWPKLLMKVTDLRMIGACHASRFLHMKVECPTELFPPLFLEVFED
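Read-out is fluorescence polarization (555 nm excitation, 632 nm emission) of a Texas Red SRC2 coactivator peptide; loss of signal reflects blocked binding to human TRb ligand-binding domain in the presence of 1 uM T3.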
An asterisk follows results filed as active; ? = inconclusive; [ ] = another dose, or the depositor's remark. Unless noted, % is scaled to controls: 0 for no effect and ±100 for the full control effect; potency is read from the fitted curve at half-maximal effect. The list is partial; the hit share may differ from the screen's.

SMILES	TR SRC2 fluor cs	TRb-SRC2 inh
COc1ccc(OC)c2sc(N(Cc3cccnc3)C(=O)c3ccc(C(C)=O)cc3)nc12	-3%	-2%
Cc1ccc(C(=O)c2cn(CC(=O)NC3CCCCC3)c3nc(C)ccc3c2=O)cc1	1%	4%
COc1ccc(OC)c(CCNC(=O)c2ccc3c(c2)c(C)c(C)n3Cc2ccccc2)c1	2%	5%
COc1ccc(-c2nc3sc(CCNC(=O)c4cccc(C(F)(F)F)c4)c(C)n3n2)cc1	-1%	-2%
CCc1ccc(NC(=O)C2CCN(c3nc(-c4ccc(OC)cc4)no3)CC2)cc1	0%	-13%
Cc1ccc(Cn2c(CN3CCC(C(=O)NCc4ccccc4C)CC3)cc3ccccc32)cc1	-5%	7%
CCc1ccc(S(=O)(=O)NCCc2cn3ccsc3n2)cc1	-1%	-1%
COc1ccccc1Cc1nc2ccccc2nc1SCC(=O)N1CCCc2ccccc21	-3%	4%
CCOc1ccccc1CNS(=O)(=O)c1csc(C(N)=O)c1	-2%	2%
COc1ccc(C(=O)Nc2nc3ccc(S(=O)(=O)N4CCCC4)cc3s2)cc1	-1%	-8%
CCCCOc1ccc(S(=O)(=O)Nc2cccc(-c3ccc(N4CCOCC4)nn3)c2)cc1	3%	1%
C=Cc1ccc(Cn2c(C(=O)O)c(CNCCc3ccccc3)c3ccc(C)cc32)cc1	0%	-7%
Cc1cc(NC(=O)CSc2nc3c([nH]c4ccccc43)c(=O)n2-c2ccccc2)no1	-9%	10%
CC(=O)N1CCCc2cc(S(=O)(=O)N(C)CC(=O)Nc3ccc(Cl)cc3C)ccc21	?	7%
COc1ccc(CC(=O)Nc2ccc(-c3nc4ccccc4s3)cc2Cl)cc1	3%	-8%
COc1ccccc1Cc1nc2ccccc2nc1SCC(=O)Nc1ccc2c(c1)OCO2	-1%	3%
CCCCN(C)C(=O)c1ccc2c(c1)N(Cc1cccc(Cl)c1)C(=O)c1ccccc1S2=O (centres undefined)	-1%	-3%
COc1ccc(CNC(=O)c2ccc3c(c2)nc2n3CCCCC2)cc1	-3%	10%
O=C(NC1CC(=O)N(c2ccc(F)cc2)C1)c1ccc(S(=O)(=O)N2CCOCC2)cc1 (centres undefined)	-2%	4%
CCc1ccc(C2=C(C)C(N3CCC(C(=O)Nc4cccc(OC)c4)CC3)=NS2(=O)=O)cc1	?	-16%

14 entries out of the list, ordered by length of the SMILES, low to high:
SMILES	TR SRC2 fluor cs	TRb-SRC2 inh
CCc1ccc(S(=O)(=O)NCCc2cn3ccsc3n2)cc1	-1%	-1%
CCOc1ccccc1CNS(=O)(=O)c1csc(C(N)=O)c1	-2%	2%
COc1ccc(CNC(=O)c2ccc3c(c2)nc2n3CCCCC2)cc1	-3%	10%
COc1ccc(CC(=O)Nc2ccc(-c3nc4ccccc4s3)cc2Cl)cc1	3%	-8%
COc1ccccc1Cc1nc2ccccc2nc1SCC(=O)N1CCCc2ccccc21	-3%	4%
COc1ccccc1Cc1nc2ccccc2nc1SCC(=O)Nc1ccc2c(c1)OCO2	-1%	3%
COc1ccc(C(=O)Nc2nc3ccc(S(=O)(=O)N4CCCC4)cc3s2)cc1	-1%	-8%
CCc1ccc(NC(=O)C2CCN(c3nc(-c4ccc(OC)cc4)no3)CC2)cc1	0%	-13%
Cc1ccc(C(=O)c2cn(CC(=O)NC3CCCCC3)c3nc(C)ccc3c2=O)cc1	1%	4%
Cc1ccc(Cn2c(CN3CCC(C(=O)NCc4ccccc4C)CC3)cc3ccccc32)cc1	-5%	7%
Cc1cc(NC(=O)CSc2nc3c([nH]c4ccccc43)c(=O)n2-c2ccccc2)no1	-9%	10%
COc1ccc(-c2nc3sc(CCNC(=O)c4cccc(C(F)(F)F)c4)c(C)n3n2)cc1	-1%	-2%
O=C(NC1CC(=O)N(c2ccc(F)cc2)C1)c1ccc(S(=O)(=O)N2CCOCC2)cc1 (centres undefined)	-2%	4%
CCc1ccc(C2=C(C)C(N3CCC(C(=O)Nc4cccc(OC)c4)CC3)=NS2(=O)=O)cc1	?	-16%

Other structures
SMILES	TR SRC2 fluor cs	TRb-SRC2 inh
Cc1ccc(C)c(CNC(=O)C2CCCCN2S(=O)(=O)c2ccc(F)cc2)c1 (centres undefined)	-2%	7%
COc1ccc(NC(=O)CSc2nc(-c3cccs3)cc(C(F)(F)F)n2)cc1OC	2%	0%
COC(=O)c1ccc(NC(=O)CC2C(=O)N(c3cccc(C)c3)C(=O)N2C2CCCC2)cc1 (centres undefined)	0%	-4%
O=C(Nc1cccc(Cl)c1)Nc1ccccc1OCc1cc(=O)n2ccccc2n1	-2%	3%
CCOc1ccc(-c2cc3c(=O)n(CC(=O)NCc4ccc(C)cc4)ccn3n2)cc1	-1%	-11%
CCC1Oc2ccccc2N(CC(=O)NCc2ccccc2)C1=O (centres undefined)	1%	-3%
Cc1ccc(C)c(NC(=O)Cn2c(SCC(=O)NCc3ccccc3)nc3ccccc32)c1	-2%	-2%
CCOc1ccc(-c2nc(CSCC(=O)NCc3ccc(C)cc3)c(C)o2)cc1	0%	4%
CC1(C)CC(NCCCCCCNC2CC(C)(C)NC(C)(C)C2)CC(C)(C)N1	1%[201 µM]	6%[201 µM]
CCOc1ccc(NC(=O)Cn2c(=O)n(CCCC(=O)NCCc3ccc(Cl)cc3)c(=O)c3ccccc32)cc1	-41%	-2%
Cc1ccc(CNC(=O)Cn2ncc3c([nH]c4ccc(C)cc43)c2=O)cc1	-20%	-10%
CCOC(=O)c1c(C)oc2ncnc(N3CCN(c4ccccc4F)CC3)c12	1%	4%
Cc1ccc(Cl)cc1NC(=O)CSc1nc2ccccc2c2nc(-c3ccccc3)nn12	-45%	1%
Cc1ccc(NC(=O)c2ccc3c(=O)n4nc(Nc5ccccc5C)sc4nc3c2)cc1C	0%	-2%
COc1ccc(-c2nc3scc(CCNS(=O)(=O)c4cccc(C(C)=O)c4)n3n2)cc1	-1%	0%
Cc1cccc(N2CCN(C(=O)c3ccc4c(c3)N(Cc3cccc(Cl)c3)C(=O)c3ccccc3S4=O)CC2C)c1 (centres undefined)	0%	-3%
CCOC(=O)C1CCCN(c2ncnc3c2cnn3-c2ccc(C)c(Cl)c2)C1 (centres undefined)	-2%	-2%
COc1ccc(-c2onc(C)c2C)cc1S(=O)(=O)Nc1cc(Cl)ccc1C	-2%	0%
COc1ccc(N2CC(NC(=O)COc3ccccc3F)CC2=O)cc1OC (centres undefined)	0%	-10%
COc1ccc(NC(=O)c2noc3c2CCCC3)cc1Cl	3%	-10%
CCN(CC)C(=O)CSc1nnc2[nH]c(=O)cc(C)n12	-1%	-1%
CCOc1cc(C(=O)NCCc2csc(-c3ccc(C)cc3)n2)cc(OCC)c1OCC	-2%	2%
O=C(CSCc1nc2cccnc2n1C1CCCCC1)NCc1cccc(Cl)c1	1%	6%
COc1cc(C2C(C(=O)Nc3ccccc3C)=C(C)Nc3nc(SCc4cc(C)ccc4C)nn32)ccc1O (centres undefined)	2%	-2%
CCOC(=O)c1cc(S(=O)(=O)NCc2ccc(OC)cc2)[nH]n1	-3%	6%
O=C(Nc1ccc(N2CCC(N3CCCCC3)CC2)c(C(=O)O)c1)c1ccccc1	-2%	0%
CC(C)c1cc(-c2nc(-c3ccccc3)no2)n[nH]1	-2%	-7%
COc1ccc(NC(=O)CCS(=O)(=O)c2cc3c4c(c2)CCN4C(=O)CC3)c(OC)c1	-1%	-8%
CCOC(=O)N1CCc2c(sc(NCc3ccc(OC)c(Br)c3)c2C(=O)Nc2cc(OC)ccc2OC)C1	-4%	-3%
CCOc1ccc(CNC(=O)C2CCCN(S(=O)(=O)c3ccc4c(ccn4C)c3)C2)cc1 (centres undefined)	-3%	-5%
CCCS(=O)(=O)N1CCCC(C(=O)NCCOC)C1 (centres undefined)	0%	1%
CCOC(=O)c1c(SCC(=O)Nc2cc(Cl)cc(Cl)c2)nc(=O)[nH]c1C	1%	-10%
O=C(Cn1cnc2nc3c(cc2c1=O)CCCC3)N1CCN(c2cccc(C(F)(F)F)c2)CC1	-6%	8%
COc1ccc(NC(=O)CSC2=Nc3ccccc3C3=NC(CCC(=O)NCc4cccs4)C(=O)N23)cc1 (centres undefined)	-3%	1%
Cc1ccc(C(=O)N2CCC(C)CC2)cc1NC(=O)c1nsc2ccccc12	0%	-2%
CCOc1ccc(NC(=O)Cc2ccc(NC(=O)N3CCCCc4ccccc43)cc2)cc1	-6%	-3%
COc1ccc(CNC(=O)CN2N=C(c3ccc(Cl)cc3)CCC2=O)cc1	-4%	3%
COc1ccc2c(c1)CC(NC(=O)Nc1cc(Cl)ccc1OC)CO2 (centres undefined)	-1%	8%
NS(=O)(=O)c1ccc(NC(=O)C2Cc3ccccc3N2C(=O)c2ccccc2)cc1 (centres undefined)	0%	-2%
O=C(NCCS(=O)(=O)N1CCN(c2ccccc2F)CC1)C1CC(=O)N(c2ccccc2)C1 (centres undefined)	-3%	2%
COc1ccc(N2CC(NC(=O)/C=C\c3ccc4c(c3)OCO4)CC2=O)cc1OC (centres undefined)	0%	-1%
CCCc1cc(=O)[nH]c(SCc2nc(-c3ccc(OCC)cc3)no2)n1	0%	4%
O=C(CSc1nc(=O)[nH]c2c1CCCC2)NCc1ccc(F)cc1	0%	-4%
Cc1ccccc1C(=O)NCc1nc2cccnc2n1Cc1ccccc1	-1%	0%
COc1ccc(N2C(=O)CSC23C(=O)N(Cc2ccc(C)cc2)c2ccccc23)cc1Cl (centres undefined)	0%	0%
CCN1CCN(C(c2cccc(F)c2)c2c(O)cc(C)n(CCOC)c2=O)CC1 (centres undefined)	-2%	0%
CCN(CC)c1ccc(NC(=O)CN2CCN(CC(=O)Nc3ccc(Cl)cc3)CC2)cc1	-2%	1%
COc1ccc(Cn2ccc3nc(C)c(C(=O)Nc4cc(OC)c(OC)c(OC)c4)cc3c2=O)cc1	4%	10%
O=C(c1cccs1)N1CCCc2cc(NS(=O)(=O)c3ccc(F)cc3F)ccc21	0%	4%
Cc1ccc(CSC2=Nc3ccccc3C3=NC(CC(=O)NC4CCCCC4)C(=O)N23)cc1 (centres undefined)	-1%	-1%
Cc1ccc(-n2nnnc2CNC(=O)c2ccccc2)cc1C	0%	1%
CC(=O)N1CCc2cc(CNC(=O)Nc3ccc(Br)c(C)c3)ccc21	-6%	1%
COc1cccc(CNC(=O)CN2C(=O)CCn3nc(-c4cn(C)c5ccccc45)cc32)c1OC	-2%	-4%
Cc1cc(Nc2ccccc2Cl)n2nc(-c3ccco3)nc2n1	-1%	2%
CCCN(C(=O)c1cn(C)c(=O)c2cc(OC)c(OC)cc12)c1ccc(CC)cc1	-20%	4%
CCOc1ccc(CNC(=O)c2sc3ncnc(N(C)C4CCCCC4)c3c2C)cc1	-2%	-3%
CC(C)c1ccc(NC(=O)CSC2=Nc3ccccc3C3=NC(CCC(=O)NC4CCCCC4)C(=O)N23)cc1 (centres undefined)	2%	7%
Cc1oc2c(c1C(=O)NCc1cccc(Br)c1)C1=NCCN1C=N2	-3%	1%
COc1cccc2[nH]c(C(=O)NCc3ccc4c(c3)CCN4C(=O)c3ccc(F)cc3)cc12	-3%	1%
Cc1cc(C)cc(NC(=O)CC(C)n2nc(C)cc2C)c1 (centres undefined)	-34%	0%
Other compounds:
SMILES	TR SRC2 fluor cs	TRb-SRC2 inh
O=C(Nc1cc(F)ccc1F)c1ccc2c(c1)nnn2C1CCCC1	0%	4%
Cc1ccc(-c2onc(C)c2C)cc1S(=O)(=O)NCc1ccco1	0%	6%
Cc1ccc2c(c1)c1c(c(=O)n(Cc3ccccc3)c(=O)n1Cc1ccccc1F)n2C	0%	6%
CC(C)OCCCNC(=O)c1ccc(CSc2nc3cccnc3n2Cc2ccccc2)cc1	-4%	-3%
Cc1ccc(NC(=O)c2oc3ccc(S(=O)(=O)N4CCCCC4)cc3c2C)cc1C	-1%	0%
CCOC(=O)N1CCC(NC(=O)c2cnn(-c3ccc(C)cc3)c2-n2cccc2)CC1	-3%	-9%
O=C(Cn1c(=O)nc(-c2ccccc2)c2cc(Cl)ccc21)N1CCN(c2ccccc2F)CC1	-2%	-8%
COc1cccc(-n2c(=O)c3c(C)c(C(=O)N(C)C)sc3n(Cc3ccc(F)cc3Cl)c2=O)c1	2%	2%
COc1ccc2cc(CNc3ccc(OC)c(OC)c3)c(=O)n(CC(=O)Nc3ccc(C)cc3)c2c1	-2%	13%
CCCCCCC(O)CCCCCCCCCCC(=O)OC (centres undefined)	2%[201 µM]	0%[201 µM]
COc1ccc(CCNc2nccn(-c3ccc(C)c(C)c3)c2=O)cc1OC	0%	-4%
CCCCCCCCCCCC(=O)OC	1%[201 µM]	-2%[201 µM]
Cc1ccc(NC(=O)Cn2cc(C(=O)c3ccco3)c3ccccc32)cc1	3%	5%
O=C(NCc1ccc(F)cc1)c1ccc(CS(=O)(=O)c2ccc(Cl)cc2)o1	-3%	7%
COc1ccc(CCNc2ncnc3c2cnn3-c2cccc(Cl)c2)cc1	-3%	-2%
